B2AR arrestin = recruits beta-arrestin to the human beta2-adrenergic receptor; P07550; beta-arrestin recruitment to beta2AR, cell-based reporter; Potency, µM (series often up to 46.1 µM), without a hit: at the highest dose activation, hits mostly activators; 0.02% of 330,000 active; AID 492947;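 note: potency is the fitted concentration of half-maximal effect; 0% = DMSO controls and full agonism = EC100 isoproterenol or metaproterenol; nearly all actives have a fitted effect of over 65% in size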
Target sequence (P07550 whole entry, looked up): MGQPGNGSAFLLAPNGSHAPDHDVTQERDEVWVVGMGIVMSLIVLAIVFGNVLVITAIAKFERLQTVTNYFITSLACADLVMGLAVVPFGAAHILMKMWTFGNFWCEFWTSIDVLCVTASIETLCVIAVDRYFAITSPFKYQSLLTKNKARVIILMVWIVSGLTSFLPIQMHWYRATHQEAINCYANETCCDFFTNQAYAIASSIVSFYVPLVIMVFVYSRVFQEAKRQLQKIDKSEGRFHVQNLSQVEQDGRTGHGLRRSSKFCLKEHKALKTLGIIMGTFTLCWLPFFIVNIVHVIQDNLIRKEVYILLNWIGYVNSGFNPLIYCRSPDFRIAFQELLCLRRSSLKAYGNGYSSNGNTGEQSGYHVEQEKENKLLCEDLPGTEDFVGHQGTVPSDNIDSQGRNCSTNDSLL
TSG101-PTAP inh = blocks PTAP/TSG101 interaction to inhibit HIV-1 budding. Q99816. Fluorescence polarization, FITC-PTAP peptide / Tsg101 binding. Potency, µM (doses to about 115 µM), without a hit: at the highest dose activity change, negative = inhibition, most hits filed as inhibitors. 340,000 tested, under 10 active; active = well fitted inhibition curve with a large enough effect in the main read-out, with a control signal flat, not every such curve was filed as active; inconclusive = small, poorly fitted or top-dose-only effect, or effect the other way, or a change in a side signal; inactive = no such curve, though single readings can be large or run the other way; note: potency is the fitted concentration of half-maximal effect; % of control where 0% means no effect
Target sequence (Q99816 whole entry, looked up): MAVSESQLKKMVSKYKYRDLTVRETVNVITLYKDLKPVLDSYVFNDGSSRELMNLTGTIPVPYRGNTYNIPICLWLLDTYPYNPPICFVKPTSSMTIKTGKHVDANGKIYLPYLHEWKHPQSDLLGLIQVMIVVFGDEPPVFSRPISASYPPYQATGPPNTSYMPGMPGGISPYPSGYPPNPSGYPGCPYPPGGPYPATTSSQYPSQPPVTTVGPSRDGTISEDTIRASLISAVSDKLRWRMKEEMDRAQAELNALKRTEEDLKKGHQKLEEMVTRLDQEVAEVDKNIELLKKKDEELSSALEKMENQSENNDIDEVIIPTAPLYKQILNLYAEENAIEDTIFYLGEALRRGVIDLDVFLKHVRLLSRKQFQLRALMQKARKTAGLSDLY
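Steps: Tsg101 binding domain dispensed (10 uM final), compounds pinned in DMSO, FITC-labeled PTAP-motif peptide added (50 nM final); after 20 min binding at room temperature, polarization measured.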
TRPV1 ag = agonists of human vanilloid receptor 1 (TRPV1) | 0.19% of 320,000 active | activation, % at 8.33 µM | TRPV1-expressing cells, Fluo-8 calcium influx, agonist mode; in the data active = activation above about 80%; inconclusive = between about 30% and that limit; note: 0% is about no effect
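TRPV1-expressing cells were cultured overnight at 35.5C and loaded with Fluo-8 calcium dye for 40 to 90 min at room temperature. After a 10 s baseline, compound was added and calcium influx was read kinetically for 3 min (ex 480/em 520 nm).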
A-T KAP1 phos = potential ataxia-telangiectasia treatment | […] A-T fibroblasts, KAP-1 phosphorylation AlphaLISA; neocarzinostatin DNA damage 30 min before lysis | 0.19% of 320,000 active | AID 485349 | Potency, µM (highest dose often 57.5 µM), for the others: top-dose activation, usual class: activators; note: potency is the fitted concentration of half-maximal effect; % of control where 0% means no effect; nearly all actives have a fitted effect of over 45% in size
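hTERT-immortalized A-T patient fibroblasts ([…]), 500 cells/well in OPTI-MEM, 1% FBS, got compounds for 60 min, then NCS for 30 min at 37C. Lysates were then assayed for phospho-KAP-1 by AlphaLISA (anti-pKAP1 donor, anti-KAP1 acceptor beads), 6 hr at 25C.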
BRCA1 expr up = BRCA1 expression activation; MCF7-BRCA1-FFLuc reporter, luminescence, 48 h; response scale: scaled: vehicle 0%, 10 µM genistein 100%; Potency, µM (highest dose often 46.1 µM), inactives show at the highest dose activation, usual class: activators; 1.1% of 380,000 active; note: potency is the fitted concentration of half-maximal effect; nearly all actives have a fitted effect of over 80% in size; some results filed as inactive show a strong effect at the top dose
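Using MCF7 cells harboring a BRCA1 firefly luciferase reporter, plated 2 h before compound pinning, the screen measured luminescence after 48 h incubation. Responses were normalized to DMSO and 10 microM genistein, then fitted for concentration-effect.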
TCR act = T cell receptor activation. Potency, µM (series often up to 9.22 µM), inactives show top-dose activation of IL-2 secretion, usual class: activators. AID 504894. primary human leukocytes, anti-CD3, IL-2 HTRF, 48 h. 330,000 tested, under 10 active; note: % of control where 0% means no effect
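IL-2 release read by HTRF sandwich (Eu cryptate donor, d2 acceptor, 665 nm emission) after 48 hr exposure of primary human leukocytes to compound together with anti-CD3 beads in the absence of co-stimulatory signals.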
Integrin act MD = integrin-mediated muscular dystrophy alleviation activation | alpha7betagal myoblasts, beta-gal FDG fluorescence, 48 h | Potency, µM (titrated, usually from 38.3 µM), without a hit: at the top dose activation, hits mostly activators | 0.064% of 350,000 active | AID 624291;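 note: potency is the fitted concentration of half-maximal effect; 100% = response of the positive control SU9516; nearly all actives have a fitted effect of over 60% in size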
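Alpha7betagal+/- myoblasts (passage 13) were plated 16-24 hr, then exposed to compounds (1:260 dilution of DMSO stock) for 48 hours at 37C. After MPER lysis, β-galactosidase reporter activity was read as FDG fluorescence (ex 480/em 540) after 30 minutes.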
CXXC DNA block = MLL CXXC-DNA interaction inhibition | MLL-CXXC / FITC-HOXA9 DNA fluorescence polarization | Potency, µM (series often up to 115 µM), for inactives: at the top dose activity change, negative = inhibition, usual class: inhibitors | 0.037% of 290,000 active; active = well fitted inhibition curve with a large enough effect in the polarisation, with a control signal flat, not every such curve was filed as active; inconclusive = small, poorly fitted or top-dose-only effect, or effect the other way, or a change in a side signal; inactive = no such curve, though single readings can be large or run the other way; the % refers to the polarisation; note: potency is the fitted concentration of half-maximal effect
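Steps: dispense CXXC domain solution (7 uM) → pin compounds or unlabeled HOX-A9 DNA control → 5 min ambient → add FLSN-HOX-A9 solution (50 nM) → spin → 30 min ambient → fluorescence polarization. Tris pH 7.5/NaCl/DTT/BSA buffer.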
ELG1 DNA repair = blocks ELG1-dependent DNA repair in HEK293T cells. HEK293T ELG1-luciferase reporter, luminescence, 16 h; DNA damage induced by 5-fluorouridine. Potency, µM (doses to about 46.1 µM), without a hit: at the top dose activity change, negative = inhibition, actives largely listed as inhibitors. 2.3% of 330,000 active. AID 504467; note: potency is the fitted concentration of half-maximal effect; % is set by controls: 0 for no effect and ±100 for the full control effect; nearly all actives have a fitted effect of over 55% in size
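Overnight (16 hr) co-exposure of 2,000 cells/well to 5-fluorouridine and compound at 37 °C preceded detection. Luciferase was quantified via ONE-Glo luminescence; loss of signal denotes inhibition.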
p53 reactivator = restores transcriptional activity of mutant p53. AID 504706. 0.063% of 320,000 active. Potency, µM (doses to about 92.2 µM), without a hit: at the highest dose activity change, positive = activation, most hits filed as activators. H1299 p53-A138V BP100-luciferase reporter, luminescence, 24 h; note: potency is the fitted concentration of half-maximal effect; % of control where 0% means no effect; nearly all actives have a fitted effect of over 45% in size
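H1299 (p53-null), stable ts p53-A138V + BP100-Luc; 1000 cells/well, Opti-MEM/10% FBS; cpd 4 pt, 1:5; 24 h, 37 deg C, 5% CO2; detection reagent 10 min RT; luminescence.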
* = called active by the depositor; ? = inconclusive; nt = not tested or not shown; [ ] = dose if it differs, or a comment. Unless noted, calls come from the whole dose curve; as a rule, active = well fitted curve in the direction sought with a large enough effect; inconclusive = small, poorly fitted or top-dose-only effect, or another doubt; inactive = no such curve, though single readings can be large; an effect the other way counts as inactive or inconclusive.

SMILES	B2AR arrestin	TSG101-PTAP inh	TRPV1 ag	A-T KAP1 phos	BRCA1 expr up	TCR act	Integrin act MD	CXXC DNA block	ELG1 DNA repair	p53 reactivator
COc1ccc(OC)c(-c2cc(C(=O)N3CCc4ccccc4C3)no2)c1	-1.1%	-3.0%	?	6.8%	-17.9%	6.0%	-5.7%	0.0%	-8.6%	-12.7%
Cc1ccccc1OCCCN1C(=O)C(=O)c2cccc(C)c21	-0.3%	-1.5%	-0.7	-1.3%	-47.1%	-0.2%	-31.6%	14.0%	10.0%	-4.7%
O=C(O)c1ccc(N=Nc2c(O)[nH]c3cc(Cl)ccc23)cc1	-1.5%	-0.6%	4.7	-16.9%	5.2%	5.2%	-13.6%	147.0%[activator]	?	5.1%
O=C(c1ccc(-c2ccccc2)cc1)C1CCCN(C(=O)c2cncs2)C1 (stereo unspecified)	0.3%	-0.8%	2.0	2.9%	0.0%	-4.7%	14.4%	-10.2%	-7.5%	-5.0%
CCOC(=O)c1cnn(-c2ccc(F)cc2)c1N	0.2%	-3.8%	-0.4	-2.6%	39.5%	-2.3%	13.3%	5.7%	?	-2.0%
CCCN(CC1CC1)C(=O)CSc1nnc(-c2cc(-c3cccs3)nc3ccccc23)o1	-0.5%	2.8%	3.2	-4.6%	-35.9%	-12.8%	27.8%	-4.0%	9.2µM*	0.8%
COc1cc(NC(=O)C2CC2)c(OC)cc1NC(=O)CCC(=O)NC1CCN(Cc2ccccc2)CC1	-0.2%	-0.3%	0.1	1.5%	-25.8%	1.4%	11.2%	12.0%	-3.7%	3.0%
CCOC(=O)C1=NNC(C(=O)O)C1c1ccccc1 (stereo unspecified)	nt	-0.4%	nt	nt	-0.9%	0.4%	17.3%	nt	nt	nt
CC(C)CC(=O)N1CCN(Cc2ccccc2Cl)CC1	-0.3%	-3.5%	4.1	-6.0%	1.6%	3.3%	4.3%	-15.3%	-23.1%	6.4%
O=C(Nc1ccc2oc(-c3ccncc3)nc2c1)c1ccc2c(c1)OCCO2	-0.3%	?	0.2	-2.2%	3.4%	-9.7%	-11.0%	48.3%[activator]	?	1.9%
COc1ccc(Nc2nc(N)nc(CSCCO)n2)cc1	0.2%	-5.6%	5.2	-7.5%	105.1%	2.0%	-8.2%	7.1%	?	7.9%
CC(C)=C(NC(=O)c1ccccc1)C(=O)NCCCC(=O)O	0.5%	-2.0%	2.3	-2.5%	11.3%	0.2%	18.4%	12.4%	-24.4%	0.3%
Cc1ccc(-c2nc3n(n2)Cc2ccccc2-3)cc1	-0.1%	-2.3%	4.3	4.6%	-67.0%[inhibitor]	1.5%[46.1 µM]	-24.0%	-19.3%	?	nt
O=C(Cn1nc(C(=O)O)c2ccccc2c1=O)Nc1nc(-c2ccccc2)cs1	-1.0%	-0.2%	3.2	1.4%	88.0%	-7.2%	23.8%	2.7%	?	7.5%
CCOC(=O)N1CCN(C(=O)c2ccccc2Oc2ccccc2)CC1	-0.9%	-2.6%	0.7	nt	-16.1%	3.7%	0.5%	19.7%	-0.9%	-8.9%

Structures shown so far that have a carbonyl joined to an NH by a bond outside any ring (four):
SMILES	B2AR arrestin	TSG101-PTAP inh	TRPV1 ag	A-T KAP1 phos	BRCA1 expr up	TCR act	Integrin act MD	CXXC DNA block	ELG1 DNA repair	p53 reactivator
COc1cc(NC(=O)C2CC2)c(OC)cc1NC(=O)CCC(=O)NC1CCN(Cc2ccccc2)CC1	-0.2%	-0.3%	0.1	1.5%	-25.8%	1.4%	11.2%	12.0%	-3.7%	3.0%
O=C(Nc1ccc2oc(-c3ccncc3)nc2c1)c1ccc2c(c1)OCCO2	-0.3%	?	0.2	-2.2%	3.4%	-9.7%	-11.0%	48.3%[activator]	?	1.9%
CC(C)=C(NC(=O)c1ccccc1)C(=O)NCCCC(=O)O	0.5%	-2.0%	2.3	-2.5%	11.3%	0.2%	18.4%	12.4%	-24.4%	0.3%
O=C(Cn1nc(C(=O)O)c2ccccc2c1=O)Nc1nc(-c2ccccc2)cs1	-1.0%	-0.2%	3.2	1.4%	88.0%	-7.2%	23.8%	2.7%	?	7.5%

Following part:
SMILES	B2AR arrestin	TSG101-PTAP inh	TRPV1 ag	A-T KAP1 phos	BRCA1 expr up	TCR act	Integrin act MD	CXXC DNA block	ELG1 DNA repair	p53 reactivator
CCn1c2ccccc2c2cc(CN3CCN(C(=O)c4ccco4)CC3)ccc21	0.5%	-3.9%	-3.5	-5.6%	-20.1%	-4.7%	-11.3%	2.3%	?	-16.4%
COc1ccc(C(=O)COC(=O)C(CCSC)NC(=O)COc2ccccc2)cc1 (stereo unspecified)	0.0%	1.8%	5.7	3.5%	0.3%	-2.8%	-7.3%	nt	15.8%	0.0%
Cc1nc(SCC(=O)NCc2ccco2)c2c(C)c(C)sc2n1	-0.1%	-4.3%	1.5	-7.4%	-35.4%	nt	0.8%	1.5%	-17.7%	-11.1%
Cc1ccc(NC(=O)c2ccc(OCc3c(C)noc3C)cc2)cc1	0.4%	nt	?	10.2%	nt	nt	nt	-5.4%	?	-6.5%
CC1(C)CC(=O)c2c(Cc3ccccc3)noc2C1	0.1%	-1.9%	15.1	5.4%	23.4%	-1.1%	19.5%	1.3%	4.1%	0.7%
CC1=NNC(=O)C1C(c1cccc(O)c1)C(C#N)C#N (stereo unspecified)	-0.3%	0.1%	4.9	-2.5%	-18.2%	-0.7%	12.5%	-1.6%	?	0.7%
O=C(O)c1ccc2c(c1)C(=O)N(c1ccc(C(=O)OCC(=O)c3ccccc3)cc1)C2=O	nt	-5.4%	nt	nt	-5.5%	0.3%	6.2%	nt	nt	nt
Cc1cc(=O)oc2cc(OCC(=O)N3CCN(C(=O)C4COc5ccccc5O4)CC3)c(Cl)cc12 (stereo unspecified)	-0.1%	-1.7%	0.3	4.3%	16.6%	0.8%	6.4%	4.8%	?	8.6%
CC1(C)CC(NC(=S)NCc2ccco2)CC(C)(C)N1	-1.0%	0.6%	-4.7	-5.9%	-28.5%	-3.9%	10.4%	7.1%	0.3%	8.0%
O=C(CSc1ccc(-c2ccco2)nn1)NCc1ccc(Cl)cc1	-0.1%	0.8%	-2.5	9.4%	23.9%	-14.0%[46.1 µM]	-14.5%	3.5%	0.1%	-21.0%
CCCCc1ccc(NC(=O)CSc2nc(=O)n(CCN(C)C)c3c2CCC3)cc1	-2.2%	-0.3%	3.5	-9.4%	-73.7%	nt	-0.9%	nt	10.0%	-4.3%
O=C(NCCc1ccccc1)C(=O)NCC1OCCCN1S(=O)(=O)c1cccs1 (stereo unspecified)	-0.8%	0.5%	0.2	-2.2%	11.5%	-1.6%	-17.1%	?	0.3%	5.8%
Cc1cc(C)cc(C(=O)N(c2ccccn2)C(C)c2ccco2)c1 (stereo unspecified)	-0.1%	-6.9%	1.9	-1.1%	-5.1%	7.0%	-11.2%	-5.0%	-15.2%	-2.2%
CC(C)c1ccc(NC2CCCN(C(=O)CCN3CCCC3=O)C2)cc1 (stereo unspecified)	-0.2%	nt	?	-1.7%	-7.4%	10.7%	-49.0%[inhibitor]	-5.2%	-6.9%	14.0%
COC1=C(OC)C(=O)C(Sc2ccc3ccccc3c2)=CC1=O	nt	-1.0%	nt	nt	-88.6%	2.9%	0.0%	nt	nt	nt
CCOc1cc(C(=S)N2CCOCC2)ccc1OC(=O)c1ccc(C)cc1	0.3%	-0.5%	24.5	-11.3%	-11.7%	1.6%	-17.8%	47.4%[activator]	?	nt
CCCCOP(=O)(OCCCC)C(O)c1ccc(Br)cc1 (stereo unspecified)	-0.5%	-2.8%	15.5	0.1%	-35.1%	-6.2%[46.1 µM]	1.8%	0.0%	-7.6%	2.3%
CCOc1ccc(NS(=O)(=O)c2ccc(C)c(C(N)=O)c2)cc1	0.1%	-2.2%	-1.3	1.8%	0.3%	-1.2%	-48.3%[inhibitor]	-12.1%	3.1%	-3.9%
Nc1ccccc1OCCOCCOCCOc1ccccc1N	-0.2%	-8.0%	0.0	0.1%	5.2%	-27.8%	0.9%	-2.5%	-10.6%	-4.8%
CN1CCC(=NNC(=O)C(=O)Nc2cccc(Br)c2)CC1	-0.1%	-1.7%	-5.3	4.5%	10.7%	-3.9%	1.0%	7.7%	10.0%	1.7%
COC(=O)CCn1nc(-c2ccc(C)cc2)c2ccccc2c1=O	-1.2%	-2.3%	3.2	0.7%	-13.3%	4.8%	4.1%	9.2%	-2.2%	-3.3%
COc1ccc(N2CCN(C(=O)COCc3cc(-c4ccc5c(c4)OCO5)on3)CC2)cc1	0.2%	-1.1%	4.3	-5.5%	11.5%	8.3%	?	4.7%	?	-0.3%

Compound activity from PubChem BioAssay.
